PI5P4K alpha inh: qHTS for Inhibitors of phosphatidylinositol 5-phosphate 4-kinase (PI5P4K). PI5P4Kalpha enzyme, ADP-Glo luminescence, 60 min; stronger effect = lower value. max response, %. 330,000 compounds, 1.2% hits. AID 652105, 2013; active = max response of -50% or lower; inconclusive = between -30% and -50%; inactive = -30% or higher; note: value at the top dose of about 77 µM; % is set by controls: 0 for no effect and ±100 for the full control effect
Target sequence (P48426 whole entry, looked up): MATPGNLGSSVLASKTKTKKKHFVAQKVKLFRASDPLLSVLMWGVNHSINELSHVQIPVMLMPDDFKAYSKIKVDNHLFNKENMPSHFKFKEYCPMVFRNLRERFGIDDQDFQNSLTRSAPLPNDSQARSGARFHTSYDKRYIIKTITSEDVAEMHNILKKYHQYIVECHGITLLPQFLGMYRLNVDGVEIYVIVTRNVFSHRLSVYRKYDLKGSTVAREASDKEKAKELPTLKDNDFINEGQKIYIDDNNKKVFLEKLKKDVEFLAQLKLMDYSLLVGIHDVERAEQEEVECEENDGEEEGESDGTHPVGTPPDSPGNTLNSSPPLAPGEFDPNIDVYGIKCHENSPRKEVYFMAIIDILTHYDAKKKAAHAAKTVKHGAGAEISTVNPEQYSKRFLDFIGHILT
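Reactions run in 0.038 M HEPES pH 7.4, 0.28 mM EGTA, 0.1% CHAPS and 5% DMSO, with PI5P4Kalpha, substrate, compound and 5 microM ATP final, one hour at room temperature. Readout is ADP-Glo luminescence.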
WRN helicase inh: qHTS for Inhibitors of WRN Helicase. Bifunctional 3'-5' exonuclease/ATP-dependent helicase WRN (Homo sapiens), Q14191. WRN helicase unwinding, fluorescent forked duplex, kinetic. Potency, µM (top dose mostly 114 µM), without a hit: at the top dose activity change, negative = inhibition, hits mostly inhibitors. 360,000 compounds, 0.46% hits; note: potency is the fitted concentration of half-maximal effect; % is set by controls: 0 for no effect and ±100 for the full control effect; nearly all actives have a fitted effect of over 55% in size
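Kinetic fluorescence helicase assay: unwinding of a quenched forked DNA duplex (100 nM final) with 2 mM ATP final raises red fluorescence (525/598 nm). Compounds sat 15 min at room temperature with 20 nM WRN beforehand.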
GLP-1R agonist: qHTS of GLP-1 Receptor Agonists; HEK293 GLP-1R CRE-luciferase, luminescence, 4-6 h; cells express a hypersensitive GLP-1R form; Potency, µM (highest dose often 45.6 µM), for the others: at the highest dose activation, hits mostly activators; Glucagon-like peptide 1 receptor (Homo sapiens), P43220; 380,000 compounds, 0.007% hits; note: potency is the fitted concentration of half-maximal effect; % of control where 0% means no effect
Target sequence (P43220 whole entry, looked up): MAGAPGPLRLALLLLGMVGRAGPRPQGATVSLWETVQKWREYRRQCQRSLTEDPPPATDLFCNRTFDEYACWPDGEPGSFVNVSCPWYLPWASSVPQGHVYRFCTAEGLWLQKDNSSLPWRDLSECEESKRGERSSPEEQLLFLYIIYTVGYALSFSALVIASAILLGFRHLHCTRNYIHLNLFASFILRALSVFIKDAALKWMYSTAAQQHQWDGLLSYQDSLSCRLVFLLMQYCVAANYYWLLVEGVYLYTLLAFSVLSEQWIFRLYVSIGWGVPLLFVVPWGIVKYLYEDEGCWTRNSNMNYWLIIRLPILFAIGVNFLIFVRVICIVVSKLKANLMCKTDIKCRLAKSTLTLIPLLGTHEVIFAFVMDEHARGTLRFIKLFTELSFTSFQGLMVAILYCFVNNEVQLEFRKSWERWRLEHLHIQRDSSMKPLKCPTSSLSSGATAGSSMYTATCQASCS
GLP1R cytotox: qHTS of GLP-1 Receptor Inverse Agonists: Cytotox Screen; HEK293 cAMP-luciferase reporter cells, luminescence, 24 h; Potency, µM (series often up to 38.3 µM), for the others: at the top dose activity change, negative = inhibition, hits mostly inhibitors; 410,000 compounds, 0.13% hits; AID 624418, 2012;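 note: loss of luciferase light is scored as toxicity; potency is the fitted concentration of half-maximal effect; % is set by controls: 0 for no effect and ±100 for the full control effect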
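1536-well qHTS counterscreen of the MLSMR; 200 cells/uL, 12 h pre-incubation, 23 nL cpd, 24 h at 37 deg C 5% CO2, luciferase detection reagent, 12 min RT, luminescence. Inhibition = undesired.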
PLK1 PBD block: qHTS for Inhibitors of PLK1-PDB (polo-like kinase 1 - polo-box domain): Primary Screen; Potency, µM, for the others: max response, negative = inhibition, usual class: inhibitors; Plk1 PBD binding of FITC phosphopeptide, fluorescence polarization; AID 720504, 2013; Serine/threonine-protein kinase PLK1 (Homo sapiens), P53350; 360,000 compounds, 2.8% hits; note: potency is the fitted concentration of half-maximal effect; series mostly up to about 57 µM; % is set by controls: 0 for no effect and ±100 for the full control effect; nearly all actives have a fitted effect of over 65% in size
IL-2 act: qHTS of IL-2 Activators; IL-2 activation reporter assay, cell-based qHTS; stimulated with anti-CD3/CD4/CD28 beads; in transgenic mouse T cells; 360,000 compounds, 0.065% hits; AID 652025, 2013; activation, % (series mostly up to about 46 µM); in the data active = activation above about 50%; inconclusive = mostly about 30% to 49%; note: 0% is about no effect
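Screening format: compound pinned onto unstimulated transgenic mouse T cells, 60 min incubation, then anti-CD3/anti-CD4/anti-CD28 bead stimulation for 18 hours at 37 degrees C, followed by EGFP and DsRed detection.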
D3 antag: qHTS of D3 Dopamine Receptor Antagonist: qHTS. AID 652054, 2013. D(3) dopamine receptor (Homo sapiens), P35462. 360,000 compounds, 2.5% hits. D3R cells, DiscoveRx beta-arrestin luminescence, antagonist mode; stronger effect = lower value. max response, negative = inhibition, %; in the data active = max response below about -50%; inconclusive = no clear call, values can overlap the other calls; note: % is set by controls: 0 for no effect and ±100 for the full control effect; mostly tested at two doses, the higher about 12 µM
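Cells plated overnight at 1500 cells/well, then exposed to library compounds with dopamine controls for 90 minutes at 37 degrees C. DiscoveRx reagent added for 30–60 minutes at room temperature; luminescence read, quantitative HTS format.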
GLP1R inv ag: qHTS of GLP-1 Receptor Inverse Agonists (Inhibition Mode) | Glucagon-like peptide 1 receptor (Homo sapiens), P43220 | HEK293 GLP-1R CRE-luciferase, luminescence, 24 h; GLP-1R form is constitutively active | Potency, µM (titrated, usually from 38.3 µM), without a hit: at the top dose activity change, negative = inhibition, hits mostly inhibitors | 410,000 compounds, 1.6% hits; note: potency is the fitted concentration of half-maximal effect; % is set by controls: 0 for no effect and ±100 for the full control effect; nearly all actives have a fitted effect of over 55% in size
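HEK293 cells stably co-expressing a cAMP-responsive luciferase reporter and constitutively active GLP-1R were seeded, incubated 12 h, then exposed to compounds for 24 h at 37 C. Luminescence was read 12 min after detection reagent; inverse agonists lower signal.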
D3 ag: qHTS of D3 Dopamine Receptor Agonist: qHTS; D3R DiscoveRx beta-arrestin cells, luminescence, 90 min; AID 652048, 2013; D(3) dopamine receptor (Homo sapiens), P35462; max activation, %; 410,000 compounds, 0.58% hits; in the data active = max activation above about 30%; note: 0% is about no effect; mostly tested at two doses, the higher about 12 µM
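Agonist mode: compounds and dopamine controls were applied to plated cells for 90 min at 37 degrees C after an overnight attachment at 1500 cells/well. Luminescent read-out followed 30 - 60 minutes at room temperature with DiscoveRx detection reagent.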
An asterisk follows results filed as active; ? = inconclusive; nt = no result given; & = joins results of further samples; [ ] = another dose, or the depositor's remark. Unless noted, calls come from the whole dose curve; as a rule, active = well fitted curve in the direction sought with a large enough effect; inconclusive = small, poorly fitted or top-dose-only effect, or another doubt; inactive = no such curve, though single readings can be large; an effect the other way counts as inactive or inconclusive.

SMILES	PI5P4K alpha inh	WRN helicase inh	GLP-1R agonist	GLP1R cytotox	PLK1 PBD block	IL-2 act	D3 antag	GLP1R inv ag	D3 ag
O=C(c1cc(S(=O)(=O)N2CCN(c3ccccc3)CC2)ccc1Cl)N1CCCC(C(F)(F)F)C1 (stereo not drawn)	-3	-12%	-10%	1%	-5%	-1.3	0	?	3
COc1cc(NC(=O)c2cc(S(=O)(=O)N3CCC(C)CC3)cn2C)cc(OC)c1OC	nt	nt	1%	6%	nt	nt	nt	3%	-1
Fc1ccc(CSc2nnc(-c3cccnc3)o2)cc1	-4	2%	2%	6%	0%	-0.8	-23	3%	-13
O=C(NNC(=O)C1CCCN(c2ncccn2)C1)c1ccc(F)cc1 (stereo not drawn)	nt	-2%	-1%	4%	-4%	-2.6	-17	7%	-9
COc1ccc2c(c1)CCc1c(C(=O)N3CCCC3)noc1-2	nt	4%	6%	0%	-9%	3.4	?	1%	16
O=C(N[C@H]1CCC(=O)N([C@H](CSc2ccccc2)Cc2ccccc2)CC1)OCc1ccccc1	-2	-7%	6%	3%	-10%	-3.2	?	?	3
Cc1sc2ncn(CC(=O)N3CCCCC3)c(=O)c2c1C	0	0%	-3%	3%	-5%	1.1	3	7%	1
CCC(C)(C)n1nnnc1C(c1ccc(F)cc1)N1CCC(C(N)=O)CC1 (stereo not drawn)	5	-10%	0%	6%	-14%	-6.5	-5	-11%	-13
Cc1ccc2[nH]c(=O)c(CN(CCCO)C(C)c3nnnn3Cc3ccco3)cc2c1 (stereo not drawn)	-5	-2%	10%	-15%	4%	-1.9	7	8%	0
CC(NC(=O)Cn1ccsc1=N)C12CC3CC(CC(C3)C1)C2 (stereo not drawn)	?	4%	-13%	-29%	7.5µM*	3.3	-6	?	-8
CC(C)Cn1nc(C(=O)NCc2ccccc2CN2CCCC2)c2ccccc2c1=O	-8	6%	1%	?	1%	5.4	-2	?	-15
O=S(=O)(c1ccc(Br)cc1)N1CCCN(Cc2ccccc2F)CC1	5	-10%	1%	12%	1%	0.2	-21	?	-6
N#Cc1cc(S(=O)(=O)N2CCOCC2)ccc1N1CCOCC1	1	-9%	-3%	4%	-12%	-1.2	22	5%	3
Cc1ccc2nc3c(c(C(=O)OCC(=O)NC4CCS(=O)(=O)C4)c2c1)CCCC3 (stereo not drawn)	-7	-5%	4%	-1%	0%	1.3	11	-14%	0
CC(OC(=O)C1COc2ccccc2O1)C(=O)c1ccccc1 (stereo not drawn)	-3	10%	-2%	6%	-1%	-1.1	-20	13%	-8
CCOC(=O)C(=O)N(C)c1c(CC)nc2c(OCc3cccc(OC)c3)cccn12	1	0%	0%	1%	-10%	0.1	-2	11%	-3
C=CCOc1ccc(CNn2cn[nH]c2=S)cc1OC	nt	3%	0%	-14%	-5%	0.2	-7	48%[activator]	-4
CC(=O)NC(C)C12CC3CC(CC(C(=O)O)(C3)C1)C2 (stereo not drawn)	nt	-4%	-2%	22%	-1%	-0.9	18	38%	-7
Cc1ccc(C(C)C)cc1S(=O)(=O)Nc1ccncc1	-7	5%	-3%	7%	-10%	0.9	-3	29%	6
O=C(CSc1nc2cc([N+](=O)[O-])ccc2n1-c1ccccc1)NCc1ccc2c(c1)OCO2	-10	-6%	0%	-25%	2%	-3.2	-10	-24%	-7
CN(CC(=O)Nc1ccccc1Cl)C(=O)C1CCN(C(=O)c2ccc(F)cc2)CC1	6	-7%	8%	-21%	-1%	0.6	5	-3%	0
Cc1ccnc(NC(=O)c2ccc(Cl)c([N+](=O)[O-])c2)c1	-12	2%	11%	3%	-6%	0.6	-24	-3%	-14
COc1cc(Nc2ncc3c(n2)CCN(C(=O)Nc2ccc(C(C)C)cc2)C3)cc(OC)c1OC	-6	-2%[57.1 µM]	-8%	?	-7%	-1.0	8	?	1
COC(=O)c1ccccc1NC(=O)C1CC(=O)N(c2ccccc2)C1 (stereo not drawn)	nt	-12%	0%	1%	-4%	2.1	6	0%	18

Reprinted at random: 4 records from the list
SMILES	PI5P4K alpha inh	WRN helicase inh	GLP-1R agonist	GLP1R cytotox	PLK1 PBD block	IL-2 act	D3 antag	GLP1R inv ag	D3 ag
CN(CC(=O)Nc1ccccc1Cl)C(=O)C1CCN(C(=O)c2ccc(F)cc2)CC1	6	-7%	8%	-21%	-1%	0.6	5	-3%	0
CCC(C)(C)n1nnnc1C(c1ccc(F)cc1)N1CCC(C(N)=O)CC1 (stereo not drawn)	5	-10%	0%	6%	-14%	-6.5	-5	-11%	-13
Cc1ccnc(NC(=O)c2ccc(Cl)c([N+](=O)[O-])c2)c1	-12	2%	11%	3%	-6%	0.6	-24	-3%	-14
Fc1ccc(CSc2nnc(-c3cccnc3)o2)cc1	-4	2%	2%	6%	0%	-0.8	-23	3%	-13

(next part)
SMILES	PI5P4K alpha inh	WRN helicase inh	GLP-1R agonist	GLP1R cytotox	PLK1 PBD block	IL-2 act	D3 antag	GLP1R inv ag	D3 ag
CC(=O)NS(=O)(=O)c1ccc(NC(=O)c2ccc(NC(=O)c3cccs3)cc2)cc1	-9	-3%	-1%	12%	-24%	3.4	-24	1%	1
CCCN(C)C1CN(Cc2cn(Cc3cc(C)cc(C)c3)nn2)S(=O)(=O)C1 (stereo not drawn)	1	-2%	-2%	5%	-6%	-0.2	3	13%	0
O=C(Nc1ccc(N2CCOCC2)nc1)c1ccc(F)cc1	0	-7%	1%	5%	0%	0.2	7	0%	-3
O=C(O)CC1(Cc2nc(-c3cccs3)no2)CCCC1	-3	0%	-3%	2%	-3%	4.9	0	-19%	-5
Cc1cc(C)c2cc(C#N)c(N3CCCC3)nc2c1	-1	0%	2%	132%[activator]	-25%	-0.5	1	34%[activator]	-7
COCCNC(=O)CSc1nc(N)c(NC(=O)c2ccco2)c(=O)[nH]1	0	-2%	-2%	0%	-1%	-0.5	0	-1%	2
CC(C)C(=O)Nc1cccc(C(=O)Nc2nccs2)c1	-1	1%	1%	-7%	-12%	0.7	12	30%[activator]	-4
O=C(O)c1cc(N/N=C/c2ccc(N3CCOCC3)s2)ccc1Cl	-56*	?	13%	-5%	?	0.8	3	45%[activator]	5
O=C(CC1CC1)Nc1ccc2c(c1)[C@@H]1C[C@H](CC(=O)NC3CCCC3)O[C@@H](CO)[C@@H]1O2	0	3%	3%	2%	-18%	-0.9	-14	2%	-8
COc1ccccc1C(=O)N1CCc2ccccc21	nt	1%	3%	2%	1%	3.9	16	0%	-7
O=S(=O)(/N=C(/Nc1cccc2ccccc12)c1ccccc1)c1ccc(Br)cc1	14	-4%	1%	-4%	6%	-1.2	19	?	4
O=C(c1ccccc1)c1ccc(NCCCn2ccnc2)c([N+](=O)[O-])c1	-1	8%	20%	-21%	-2%	-0.8	?	?	-6
Cc1occc1C(=O)Nc1cccc(C(F)(F)F)c1	nt	8%	13%	-16%	-3%	-1.3	-4	-9%	1
O=C(c1cnc2c(c1)COc1ccc(Cl)cc1-2)c1ccccc1O	23	-11%	1%&-17%	7%&24%	-3%	-4.3	16	5%&13%	11&-2
CC(C)(C)c1nc(-c2ccccc2)nc2c1OCCC2	17	-3%	9%	1%	3%	-1.4	5	1%	-1
Cn1c(=O)cc(SCC(=O)Nc2ccc3c(c2)OCO3)c2ccccc21	nt	2%	12%	-22%	-2%	-1.0	4	2%	-3
CC(C)(C)OC(=O)NCCCCCc1nnc(SCc2ccccc2F)o1	10	-6%	5%	2%	-16%	-0.2	13	?	1
COc1ccc(-c2cc(C(=O)NCC3CCCO3)c3cc(C(C)C)ccc3n2)cc1 (stereo not drawn)	0	-7%	2%	-3%	?	-4.2	22	-6%	3
COc1ccc(-n2c(SCC(=O)N3CCN(c4ccccc4)CC3)nc3c(c2=O)SCC3)cc1	0	-10%	-7%	-1%	-20%	-2.2	-22	?	-6
O=C(Nc1ccccc1)N(C1=NCCC1)c1ccc(OC(F)F)cc1	0	-6%	6%	-1%	-5%	0.4	0	?	-7
O=S1(=O)CC(N2CCN(CC3CC3)CC2)CN1C1CCCC1 (stereo not drawn)	2	-2%	-3%	-1%	-7%	-0.2	3	-20%	-12
Cc1cccc(NC(=O)C2CCCN(C(=O)Nc3ccc(F)cc3)C2)c1 (stereo not drawn)	1	10%	-4%	-4%	-10%	-1.1	3	?	3
COc1ccc(C(C#N)=Cc2cccc(OC)c2OC)cc1	-9	8%	?	-13%	-3%	-3.7	41	?	3
CCC(OC(=O)CN1C(=O)C(=O)c2ccccc21)C(=O)Nc1ccc(S(N)(=O)=O)cc1 (stereo not drawn)	-6	-6%	8%	-4%	-6%	0.4	-16	13%	3
N/C(=N\N=C\c1ccco1)SC1CC(=O)N(c2ccccc2)C1=O (stereo not drawn)	2	-8%	-2%	2%[7.66 µM]	3%	-0.6	8	-6%[7.66 µM]	8
O=C(Cc1ccc2c(c1)OCCO2)Nc1cc(C(F)(F)F)ccc1N1CCOCC1	4	-25%	17%	-6%	-8%	-0.6	3	?	2
O=C(CCSc1ccc(Cl)cc1)NC12CC3CC(CC(C3)C1)C2	6	1%	-1%	-15%	1%	-1.5	?	?	-3
CCOC(=O)C1=C(N)N(c2ccccc2Oc2ccccc2)C(=O)C1	0	6%	6%	-1%	-3%	1.7	36	-8%	-7
CC(=O)Nc1ccccc1NS(=O)(=O)c1cccc([N+](=O)[O-])c1	2	1%	3%	0%	-9%	?	4	11%	-6
Cc1c(C(=O)n2cnc3ccccc32)cccc1[N+](=O)[O-]	-2	0%[57.1 µM]	-7%	0%	2%	-1.8	7	-11%	4
Cc1ccc(NS(=O)(=O)c2cc(C(=O)OCC(=O)NCC3CCCO3)ccc2C)cc1 (stereo not drawn)	-2	2%	7%	-16%	-3%	-0.7	-12	6%	1
